From PubChem
MOR-DOR inv ag = inverse agonists of human mu-delta opioid receptor heterodimerization | 340,000 compounds, 0.21% hits | cell-based MOR-DOR heterodimer luminescence, inverse agonism | AID 504357 | P35372+P41143 | inhibition, % at 9.3 µM; in the data active = inhibition above about 22%, passing the limit was not always enough;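 also: 0% = cells with DMSO and 100% = wells without cells with DMSO; values of inactives mirror those of a sister screen read the other way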
V-ATPase pHluor = regulators of yeast V-ATPase proton transport; S. cerevisiae, pHLuorin cytosolic pH fluorescence; response, % at 10 µM; 350,000 compounds, 0.37% hits; in the data active = response mostly above about 7.3%, no sharp cut-off; inactive = mostly below about 5.4%; also: actives read high; inactives centre near 0; some compounds called inactive have numbers as strong as hits; reference of the scale not given here
cardiac RTF act = cardiac RTF calcium sensitization; activation, % at 7.2 µM; P19429+P45379; 340,000 compounds, 0.24% hits; IANBD-labeled TnC RTF fluorescence at EC20 calcium; 0% EC20 calcium, 100% full calcium;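 active = activation above the mean over all tested compounds plus 3 SD, cut at about 30% in these data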;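 also: rise in fluorescence read as greater calcium sensitivity of cardiac thin filaments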
OPRM1-OPRD1 ag = OPRM1-OPRD1 heterodimerization agonism; 340,000 compounds, 0.3% hits; activation, % at 9.3 µM; P35372+P41143; AID 504326; cells, luminescence; in the data active = activation above about 18%;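 also: 0% = vehicle-treated cells and 100% = reference agonist; values of inactives mirror those of a sister screen read the other way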
RTF Ca sens inh = cardiac RTF calcium desensitization | P19429+P45379 | 340,000 compounds, 0.12% hits | inhibition, % at 7.15 µM | IANBD-labeled cardiac RTF, Ca2+ fluorescence;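 active = inhibition above the mean inhibition of all tested compounds plus 3 SD, cut at about 17% in these data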;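 also: assay run at fixed EC70 calcium of 1.6 mM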
LANA DNA inh = blocks KSHV LANA C-terminal domain binding to DNA; MBP-C-LANA/FAM-LBS DNA binding, fluorescence polarization; inhibition, % at 9 µM; 340,000 compounds, 0.078% hits;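 active = highest replicate inhibition at or above 60% at 9 µM, even if other replicates fall short; inactive = all replicates below 60% inhibition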;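 also: 0% = neutral control wells and 100% = 4 µM acridine orange control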
Arr AP2 block = blocks beta-arrestin peptide binding to AP2 adaptin. FITC-arrestin peptide / GST-AP2 beads, flow cytometry; AP2 beta2 appendage carries R879A mutation. 340,000 compounds, 0.31% hits. AID 504490. inhibition, % at 10 µM;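 active = inhibition above a set limit, near 3 SD of compounds lacking own fluorescence, cut at about 54% in these data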;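 also: plate controls were DMSO wells for no effect and 5 µM unlabelled arrestin peptide for full effect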
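System: GST-tagged AP2 beta2-adaptin appendage (R879A) on 4 µm glutathione beads / Reagent: FITC-arrestin peptide, 50 nM / Detection: HyperCyt-sampled flow cytometry, FL1 channel, ex 488/em 535 nm / Timing: 12 min plus 1 h, RT / Buffer or medium: PBS plus Tween 20 (0.05%) and BSA (0.1%)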
Keap1 Nrf2 FP = inhibitors of human Keap1-Nrf2 protein-protein interaction; inhibition, % at 9.4 µM; Keap1 Kelch-Nrf2 peptide fluorescence polarization, 1536-well; Q14145; 340,000 compounds, 0.15% hits; AID 504523; in the data active = inhibition above about 12%;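 also: human Keap1 Kelch domain with fluorescein labeled Nrf2 9mer peptide probe; 0% = neutral control wells and 100% = peptide positive control; higher means more block of Keap1 binding to Nrf2 peptide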
Target sequence (Q14145 whole entry, looked up, the tested form may be a part): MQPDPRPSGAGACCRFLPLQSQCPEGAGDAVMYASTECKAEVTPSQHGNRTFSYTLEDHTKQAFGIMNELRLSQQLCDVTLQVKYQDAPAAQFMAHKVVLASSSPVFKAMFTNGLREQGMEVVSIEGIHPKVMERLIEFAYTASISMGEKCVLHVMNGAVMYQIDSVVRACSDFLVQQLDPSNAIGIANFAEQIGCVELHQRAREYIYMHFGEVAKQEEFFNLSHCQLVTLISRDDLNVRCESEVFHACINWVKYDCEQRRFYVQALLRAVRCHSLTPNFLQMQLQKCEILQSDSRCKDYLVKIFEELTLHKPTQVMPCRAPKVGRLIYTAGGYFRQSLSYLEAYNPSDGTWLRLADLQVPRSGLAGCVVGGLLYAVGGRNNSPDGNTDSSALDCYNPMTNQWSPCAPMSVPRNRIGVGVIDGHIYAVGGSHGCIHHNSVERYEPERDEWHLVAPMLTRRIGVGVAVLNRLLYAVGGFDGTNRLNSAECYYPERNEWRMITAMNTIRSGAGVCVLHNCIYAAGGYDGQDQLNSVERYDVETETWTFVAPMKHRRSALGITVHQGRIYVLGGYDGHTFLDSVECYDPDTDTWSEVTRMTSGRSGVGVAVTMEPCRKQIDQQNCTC
DSG3 Ab inh = human desmoglein-3 autoantibody binding inhibition. DSG3-coupled beads, scFv-anti-DSG3-GFP binding, flow cytometry; active compounds read low. binding (percent of control), % at 10 µM. 310,000 compounds, 0.48% hits;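 active = binding more than 3 SD below its plate's average and above zero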;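 also: hits lower antibody fragment binding to DSG3; some compounds called inactive have numbers as strong as hits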
Wnt bcat act = Wnt/beta-catenin pathway activation. Wnt/beta-catenin reporter cell assay, activator, plate reader. activation, % at 9.35 µM. 300,000 compounds, 1.2% hits; in the data active = activation above about 30%, passing the limit was not always enough;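 also: 0% = neutral control wells and 100% = positive control wells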
Numbers without * were called inactive; . = no result given.

SMILES	MOR-DOR inv ag	V-ATPase pHluor	cardiac RTF act	OPRM1-OPRD1 ag	RTF Ca sens inh	LANA DNA inh	Arr AP2 block	Keap1 Nrf2 FP	DSG3 Ab inh	Wnt bcat act
O=C(Cc1ccc2c(c1)CCCC2)Nc1ccccc1Br	-42	-1	-1	6.8	-4	1.1	1	4	98	0
O=C(CCn1c(=O)oc2ccccc21)NCCN1CCOCC1	4	2	1	-0.7	5	-0.1	16	-1	90	-2
COc1ccc(C2=NCCn3nc4cc(OC)ccc4c32)cc1	18	3	1	-3.3	-3	0.9	4	0	104	19
CC(=O)c1c(C(C)=O)c(C)n(NC(=O)c2ccccc2O)c1C	6	-1	3	-1.1	-7	-0.5	5	-3	104	.
COc1ccc(CNC(=O)C(OC(=O)c2ccco2)c2ccc(OC)cc2)cc1 (centres undefined)	16	-2	0	-2.6	1	-0.9	1	-8	106	.
N#Cc1c(N)nc2c(c1-c1ccc3c(c1)OCO3)CCCCCC2	0	2	-1	0.0	-5	-1.2	6	-6	95	.
CC(=O)N1CCN(S(=O)(=O)c2ccc(C)cc2)C1C (centres undefined)	-13	0	-1	2.0	-19	0.1	2	1	97	-1
CCN1CCN(C(=O)c2cc(COc3ccc(F)cc3F)on2)[C@@H](C)C1=O	14	1	-6	-2.8	4	2.0	-3	-2	99	-2
CCn1nc(C(=O)Nc2cc(Cl)ccc2-n2cncn2)c2ccccc2c1=O	0	-3	0	-0.1	-23	0.2	-4	-3	115	0
Clc1ccccc1CSC1=NCCN1	10	1	-6	-2.0	-3	0.9	10	-1	104	3
O=C(Nc1cc(C(F)(F)F)ccc1Cl)c1ccncc1	8	0	3	-1.7	-6	0.4	-15	-1	88	-2
CC1CCN(c2c([N+](=O)[O-])nn(-c3ccc4c(c3)OCCO4)[n+]2[O-])CC1	-35	3	8	6.0	12	-0.6	5	-4	110	.
CC(=O)Nc1ccccc1NS(=O)(=O)c1ccc(Cl)cc1	6	-3	1	-1.2	-7	0.0	0	2	100	-1
CC(C)(C)OC(=O)N1CCC(C(=O)Nc2cccc(C(=O)N3CCOCC3)c2)CC1	17	-5	0	-2.9	-3	0.2	-4	2	98	4
O=C(CNCc1ccc(F)cc1)Nc1ccccc1[N+](=O)[O-]	-2	0	0	0.4	-3	0.9	14	4	.	1
C=C(C)COc1ccc2oc(C)c(C(=O)OCCOC)c2c1	-22	1	-8	4.2	-4	0.3	-3	5	108	0
CC(C)(C)c1cc(Cc2ccccc2)[nH]n1	13	2	3	-2.4	-8	1.6	-5	-2	95	.
C/C(CC(=O)Nc1ccccc1C(F)(F)F)=N\NC(=O)c1cnccn1	6	0	2	-1.1	-3	3.3	-6	2	.	-2
Cc1ccc(OCCCC(=O)ON=C(N)c2ccccc2C)cc1	3	-1	0	-0.7	1	-0.3	0	-6	.	-3
Cc1ccc([N+](=O)[O-])cc1/C=N/Nc1nnnn1-c1ccccc1	-12	-2	6	2.0	-11	0.5	2	-5	105	-5
COc1cc(OC)c2c(-c3cccc(-c4ccc(O)cc4)c3)cc(=O)oc2c1	0	5	7	0.1	-8	-2.8	5	-3	102	-1
CSCCC(NS(=O)(=O)c1ccccc1F)C(=O)Nc1ccncc1 (centres undefined)	11	-4	-2	-2.6	3	-0.6	-3	-2	104	-5
CCN(CC(=O)NC(C)C)C(=O)c1ccc(Cl)cc1	7	-11	10	-1.3	-11	-1.0	10	0	111	0
O=C(CCCN1C(=O)/C(=C\c2cccs2)SC1=S)NNC(=O)c1ccncc1	5	-2	-2	-0.9	-2	0.3	38	-1	103	-8
Cc1cc(=O)oc2c(C)c(OC(C)C(=O)NC(Cc3c[nH]c4ccc(O)cc34)C(=O)O)ccc12 (centres undefined)	7	-2	2	-1.3	-8	0.6	26	-7	98	-1
COc1ccc(CNc2ccncc2)c(OC)c1OC	8	3	-1	-1.7	-1	6.7	34	-3	113	-1
CCCN(CC(=O)Nc1ccccc1C)C(=O)c1ccc(N2CCCC2)c([N+](=O)[O-])c1	18	-1	-8	-3.5	-11	2.9	-13	5	96	1
O=C1C=C(NCc2ccc(Cl)cc2Cl)C2(CCCCC2)O1	7	10*	3	-1.1	-3	-1.3	2	-4	105	-7
CSc1ccc(C(=S)N2CCN(Cc3ccccc3)CC2)cc1	-1	-3	-6	0.2	-2	-0.3	15	4	89	.
CN1CCOc2cc(S(=O)(=O)Nc3ccc(F)cc3)ccc21	-5	1	-3	1.1	0	0.6	-9	0	110	-3
Fc1ccc(Nc2ncnc3ccccc23)cc1	5	-4	4	-0.9	-6	-0.3	-6	-7	123	3
Cc1c(NC(=O)Nc2ccccc2)cccc1[N+](=O)[O-]	5	-7	0	-1.0	4	-0.7	2	-7	117	2
Cc1ccc(SCC(=O)OC(C)C(=O)NC2(C#N)CCCCC2)cc1 (centres undefined)	2	5	3	-0.4	0	.	7	.	101	0
CC(C)C(=O)N[C@@H]1c2ccccc2CC[C@@H]1OCc1ccccc1	22	-1	-4	-4.4	-6	-1.9	-3	-4	94	-1
COC(=O)c1ccc(C2N=C(c3cccs3)CC(c3ccccc3O)N2)cc1 (centres undefined)	16	0	-1	-3.3	1	-0.5	39	.	119	-4
CC(=O)C1=C(C)N(CC2CC2)C(=O)N[C@H]1c1cccs1	20	1	0	-3.6	-2	1.4	5	2	99	.
Cc1ccc(COC(=O)CN2C(=O)NC3(CCCCC3C)C2=O)cc1 (centres undefined)	-4	-3	12	0.7	-3	-0.7	39	2	98	1
CCC(C)[C@H](NC(=O)Nc1ccc(S(N)(=O)=O)cc1)C(=O)OC (some centres undefined)	3	7	1	-0.7	-13	0.4	28	-4	97	-1
CC(C)(C)NC(=O)NC(=O)COC(=O)CCC1CCCC1	-24	3	4	4.7	-16	0.1	-4	1	86	0
Cc1ccc(NC(=O)NNC(=O)COc2ccc([N+](=O)[O-])cc2)cc1C	-1	0	0	0.2	3	0.5	-8	-5	.	0

Molecules above containing an aryl thioether with sulfur outside any ring (two):
SMILES	MOR-DOR inv ag	V-ATPase pHluor	cardiac RTF act	OPRM1-OPRD1 ag	RTF Ca sens inh	LANA DNA inh	Arr AP2 block	Keap1 Nrf2 FP	DSG3 Ab inh	Wnt bcat act
CSc1ccc(C(=S)N2CCN(Cc3ccccc3)CC2)cc1	-1	-3	-6	0.2	-2	-0.3	15	4	89	.
Cc1ccc(SCC(=O)OC(C)C(=O)NC2(C#N)CCCCC2)cc1 (centres undefined)	2	5	3	-0.4	0	.	7	.	101	0

Next section.
SMILES	MOR-DOR inv ag	V-ATPase pHluor	cardiac RTF act	OPRM1-OPRD1 ag	RTF Ca sens inh	LANA DNA inh	Arr AP2 block	Keap1 Nrf2 FP	DSG3 Ab inh	Wnt bcat act
COc1cccc(C(=O)NCC(=O)OCc2ccc(F)cc2Cl)c1	-20	-3	-1	3.0	4	0.6	-20	-7	90	-1
CC(=O)N(c1ccc2oc(=O)sc2c1)S(=O)(=O)c1cccc2cccnc12	-10	1	4	1.2	10	-2.1	-3	-5	97	0
CCCN(CC(=O)Nc1ccccc1OC)C(=O)c1cc(-c2ccccc2)nn1-c1ccccc1	12	0	-3	-3.2	-3	0.9	-5	-3	100	-1
COc1cc(/C=C2/NC(=O)N(Cc3ccccc3F)C2=O)ccc1Oc1ccc([N+](=O)[O-])cn1	-9	-1	8	1.7	-8	0.5	-1	-2	97	-9
Cc1cc(NCCCN2CCOCC2)n2ncc(-c3ccccc3)c2n1	14	1	3	-3.1	-8	0.5	7	0	94	.
Cc1cccc(C)c1NC(=O)CNCC(=O)N(C)C	14	-3	5	-2.9	2	-4.1	-3	0	91	0
O=C(Nc1ccc(O)cc1)c1ccc2c(c1)C(=O)N(Cc1ccco1)C2=O	19	-5	-1	-4.0	6	1.8	14	1	86	1
CC(C)(C)N(Cc1ccccc1)C(=O)CSc1ncn[nH]1	18	1	-1	-3.5	-13	0.6	33	4	101	-1
Cc1ccc(C(=O)OCn2ncc(Cl)c(Cl)c2=O)cc1	-10	2	-2	2.0	-1	-0.9	8	-3	110	.
COCCNc1nc2nonc2nc1NC(C)c1ccccc1Cl (centres undefined)	2	-2	2	-0.3	-10	-0.1	19	3	98	-2
CCNC(=O)CC1C(=O)N(c2ccc(OC)cc2)C(=S)N1CCc1ccncc1 (centres undefined)	14	-1	3	-3.0	-2	-0.2	-8	-5	114	.
CCC(=O)N(CCO)Cc1cc2ccc(C)c(C)c2[nH]c1=O	12	-1	1	-2.2	-15	-0.3	1	-2	118	.
O=C(CSc1ncn[nH]1)N1CCN(S(=O)(=O)c2ccc(Cl)cc2)CC1	0	-3	-4	0.0	-3	0.7	-10	-1	97	.
Cn1c(SCC(=O)N2CCCc3ccccc32)nc2cccnc21	14	2	3	-2.6	0	-0.4	-2	-2	101	-1
Cn1c2c(c(=O)n(C)c1=O)CN(CCCN1CCOCC1)CN2	10	-1	3	-1.8	-2	-0.5	11	-4	97	-1
Cc1ccc(NC(=S)N2CCC(c3ccccc3)C2)c(Cl)c1 (centres undefined)	9	8	-1	-1.8	-13	-0.2	4	-1	94	42*
COc1ccc(C(=O)N2CCN(c3ccc(NC(=O)c4ccco4)cc3)CC2)cc1	12	4	6	-2.2	-2	-0.1	-11	-5	104	-1
COc1ccc(Nc2nc(Nc3ccc(OC)cc3OC)nc(N3CCN(C)CC3)n2)c(OC)c1	1	-3	1	-0.1	0	0.5	27	2	95	-6
CC(C(=O)NCC1CCCO1)N(C(=O)c1snc(C(N)=O)c1N)c1cccc(F)c1 (centres undefined)	9	-2	0	-2.0	-1	0.3	-4	-11	96	-1
O=C(CCc1nnc(CCCCc2ccccc2)o1)N1CCN(CCO)CC1	0	-14	8	0.1	-11	-1.1	-5	7	92	3
O=C(NCC1c2ccccc2CCN1C(=O)CN1CCOCC1)C1CCCCC1 (centres undefined)	7	-5	0	-1.2	-4	-0.3	-7	-2	99	1
C=C(C)CNC(=O)C1CCC(=O)N(CCCc2ccccc2)C1 (centres undefined)	11	-3	4	-2.2	-17	-1.7	7	-6	124	1
CC/C(=C/c1sc2ccc(C)cc2[n+]1CCO)SC	-3	-1	1	0.5	-2	3.7	17	-8	103	0
CCOCC(=O)Nc1ccc(S(=O)(=O)NCCc2ccccc2)cc1	2	3	-2	-0.5	-11	-0.5	-8	1	.	-3
CC1(C)NC(=O)N(CC(=O)N2CCN(S(=O)(=O)c3ccccc3F)CC2)C1=O	16	-6	-3	-4.1	-8	-0.3	4	-2	100	-1
O=C1OCC2=C1C(c1ccc(Cl)cc1)c1cc3c(cc1O2)OCO3 (centres undefined)	-12	-2	-2	2.4	-5	-1.2	-2	-5	101	-3
CC(=O)ONC(=Nc1ccccc1)c1nonc1N	9	2	2	-1.8	-2	-1.1	5	8	.	1
O=[N+]([O-])c1ccc(N2CCN(C(=S)Nc3ccc(F)cc3)CC2)cc1	-14	2	5	2.8	-11	1.5	30	1	102	8
Cc1ccc(NC(=O)/C(=C/c2cccs2)NC(=O)c2ccco2)c(C)c1	2	-2	-6	-0.3	-6	-2.6	-3	0	98	-2
